High-throughput results deposited in PubChem by several laboratories.
NR5A2 inv ag: NR5A2 inverse agonism in reporter assay; O00482; HEK293T StAR-luciferase reporter, LRH-1 transfected, 24 h; inhibition, % at 3.6 µM; 0.13% of 360,000 active; AID 602396;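 active = inhibition above the mean inhibition of all tested compounds plus 3 SD, cut at about 73% in these data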;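 also: 0% = DMSO wells and 100% = reporter-only cells lacking LRH-1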
COUP-TFII inh: inhibitors of human COUP-TFII (NR2F2) | HEK293T NGFI-A luciferase reporter, luminescence | inhibition, % at 8.6 µM | 0.7% of 370,000 active;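 active = inhibition above a per-plate cutoff, mean inhibition of test wells between control levels plus 3 SD, cut at about 38% in these data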;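 also: cells cotransfected with COUP-TFII expression vector driving the NGFI-A reporter; 0% = median of COUP-TF2 test wells and 100% = reporter-only cells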
NOD2 RIPK2 PPI: inhibitors of human NOD2-RIPK2 interaction; CHO BLA complementation NOD2-RIPK2, CCF4 ratio; inhibition, % at 4.98 µM; 0.38% of 360,000 active; in the data active = inhibition above about 21%;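 also: 0% = vehicle only and 100% = reference blocker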
EBV LMP1 NFkB: reduces LMP1-driven NF-kappaB luciferase signal. inhibition, % at 12.5 µM. 0.69% of 350,000 active. AID 504558. LMP1-induced NF-kappaB luciferase reporter cells, luminescence; in the data active = inhibition above about 41%;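 also: 0% = neutral control wells and 100% = reference inhibitor control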
TLR9-MyD88 block: TLR9-MyD88 interaction inhibition. 0.21% of 340,000 active. CHO BLA complementation TLR9-MyD88, CCF4 FRET ratio. inhibition, % at 4.98 µM. Q9NR96+Q99836. AID 504734;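 active = inhibition above the mean over all tested compounds plus 3 SD, cut at about 21% in these data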;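 also: 0% = DMSO only wells and 100% = clavulanate BLA inhibitor control wells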
TRAIL sens C8: caspase-8 TRAIL sensitization | NB7+C8 cells + TRAIL, ATPlite viability luminescence | inhibition (viability loss, TRAIL sensitization), % at 10 µM | 1% of 360,000 active;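 active = compounds causing at least 50% loss of cell viability in the single-dose screen, relative to plate controls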
Vif inh: HIV Vif inhibition. HEK293T cells, Vif self-association by quenched fluorescence, imaging, 24 h. inhibition, % at 7.49 µM. 0.35% of 340,000 active; in the data active = inhibition above about 50%, passing the limit was not always enough; also: some results filed as inactive read as strong as hits
NCOA3 inh: inhibits human SRC3 coactivator; Q9Y6Q9; HEK293 GAL4-SRC3 luciferase reporter, luminescence; inhibition, % at 3.6 µM; 0.17% of 360,000 active;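 active = inhibition above a per-campaign cutoff, the mean of all compounds plus 3 SD, cut at about 60% in these data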;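 also: 0% = DMSO-treated cells and 100% = gossypol-treated cells at 36 µM; higher means less SRC3-driven luciferase light from the GAL4 reporter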
Target sequence (Q9Y6Q9 whole entry, looked up, the tested form may be a part): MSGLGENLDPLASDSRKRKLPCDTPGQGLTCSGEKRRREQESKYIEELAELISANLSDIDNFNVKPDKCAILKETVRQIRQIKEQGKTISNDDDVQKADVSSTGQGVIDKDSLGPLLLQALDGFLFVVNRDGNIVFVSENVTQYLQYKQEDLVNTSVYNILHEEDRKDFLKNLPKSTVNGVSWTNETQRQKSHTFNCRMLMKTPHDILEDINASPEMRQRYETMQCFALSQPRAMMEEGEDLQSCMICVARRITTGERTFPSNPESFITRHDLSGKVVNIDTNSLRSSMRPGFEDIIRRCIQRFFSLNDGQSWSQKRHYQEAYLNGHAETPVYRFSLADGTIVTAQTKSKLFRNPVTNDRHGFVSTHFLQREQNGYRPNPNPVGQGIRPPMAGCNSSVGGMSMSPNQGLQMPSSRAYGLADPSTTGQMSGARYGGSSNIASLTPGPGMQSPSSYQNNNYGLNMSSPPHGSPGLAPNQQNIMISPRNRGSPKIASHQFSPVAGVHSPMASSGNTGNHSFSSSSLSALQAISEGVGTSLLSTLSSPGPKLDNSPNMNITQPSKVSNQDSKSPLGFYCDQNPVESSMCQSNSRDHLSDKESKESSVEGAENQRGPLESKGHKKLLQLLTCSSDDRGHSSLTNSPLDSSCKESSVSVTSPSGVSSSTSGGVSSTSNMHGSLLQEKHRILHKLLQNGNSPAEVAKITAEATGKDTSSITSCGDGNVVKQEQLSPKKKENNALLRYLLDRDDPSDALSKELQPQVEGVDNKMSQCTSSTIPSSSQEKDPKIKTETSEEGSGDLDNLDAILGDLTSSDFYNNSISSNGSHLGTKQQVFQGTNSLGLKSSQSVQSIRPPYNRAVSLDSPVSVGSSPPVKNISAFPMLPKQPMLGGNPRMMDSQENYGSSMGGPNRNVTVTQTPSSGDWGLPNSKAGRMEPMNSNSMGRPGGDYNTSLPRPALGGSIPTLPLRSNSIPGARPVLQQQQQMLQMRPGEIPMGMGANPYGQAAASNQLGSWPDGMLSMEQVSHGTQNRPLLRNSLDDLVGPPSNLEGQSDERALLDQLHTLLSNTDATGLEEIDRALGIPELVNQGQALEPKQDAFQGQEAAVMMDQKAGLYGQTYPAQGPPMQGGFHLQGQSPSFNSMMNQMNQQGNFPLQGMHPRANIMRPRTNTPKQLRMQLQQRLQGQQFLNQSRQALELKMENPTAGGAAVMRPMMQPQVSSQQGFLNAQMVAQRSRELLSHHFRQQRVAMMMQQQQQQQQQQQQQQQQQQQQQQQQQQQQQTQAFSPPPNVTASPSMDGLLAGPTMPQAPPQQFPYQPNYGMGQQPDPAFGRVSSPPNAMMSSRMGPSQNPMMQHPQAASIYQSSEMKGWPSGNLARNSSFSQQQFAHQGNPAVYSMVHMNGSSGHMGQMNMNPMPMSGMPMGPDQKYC
NCOA2 inhibitor: inhibits human steroid receptor coactivator 2; Q15596; HEK293 GAL4-SRC2 luciferase reporter, luminescence; inhibition, % at 9 µM; 0.17% of 370,000 active; AID 651957;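 active = inhibition above the mean inhibition of all tested compounds plus 3 SD, set per campaign, cut at about 52% in these data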;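 also: 0% = DMSO treated cells and 100% = cells given Gossypol at 36 µM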
TROY signal inh: TROY signaling inhibition; Q293 LMP1-TROYcd NF-kB luciferase reporter, 4 h; inhibition, % at 10 µM; 0.98% of 360,000 active;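 active = compounds whose plate-normalised and pattern-corrected inhibition of the luciferase reporter signal at the single screening dose is 50% or more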
SRC1 inh: inhibits human SRC1 coactivator | Q15788 | inhibition, % at 3.6 µM | 0.12% of 360,000 active | HEK293 GAL4-SRC1 luciferase reporter, luminescence;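 active = inhibition above the campaign mean plus 3 SD, with each screening campaign given its own cutoff, cut at about 60% in these data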;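 also: 0% = DMSO treated cells and 100% = gossypol at 36 µM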
* hit, by the source's call; x = not tested or not shown.

SMILES	NR5A2 inv ag	COUP-TFII inh	NOD2 RIPK2 PPI	EBV LMP1 NFkB	TLR9-MyD88 block	TRAIL sens C8	Vif inh	NCOA3 inh	NCOA2 inhibitor	TROY signal inh	SRC1 inh
CC1(C)CC(NC(=O)c2cccc(Cl)c2)CC(C)(C)N1	-22	-4	-4	0	-7	5	5	-7	6	10	-20
CCCC(=O)Nc1ccc(N2CCN(C(=O)c3cc4ccccc4o3)CC2)cc1	5	10	-20	0	7	20	-19	-1	-2	2	9
COC(=O)c1ccc(NC(=O)CN(C)Cc2cccc(F)c2)cc1	3	3	-10	-5	5	-2	-2	12	-28	7	7
O=C(NCCCN1CCCC1=O)c1csc2ccccc12	-6	-10	-10	-15	4	-8	-13	-24	-25	-28	-22
CCOc1ccc(-c2nnc(SCC(=O)N3CCNC3=O)o2)cc1	-124	-38	6	-2	-3	4	-1	-105	-69	0	-140
COc1cccc(CNC(=O)Cc2ccc(Br)cc2)c1	-20	0	4	-7	6	-9	11	-7	-31	-5	-6
CS(=O)(=O)n1nc(C(=O)N2CCOCC2)nc1N	-13	0	0	1	-1	1	10	14	-9	7	3
O=c1c2cc(F)ccc2sn1-c1ccc(F)cc1	22	x	19	-2	16	-8	-7	-5	x	-12	-14
Cc1ccccc1NS(=O)(=O)c1cc2c3c(c1)C(C)C(=O)N3CCC2 (stereo unspecified)	-16	3	6	-7	8	-1	2	2	3	-1	1
O=C(COc1ccccc1-c1ccccc1)N/N=C/c1ccccn1	33	-2	17	-3	5	-24	2	10	9	8	5
N#Cc1cccc(-c2csc(C(O)(c3ccccc3)C(F)(F)F)n2)c1 (stereo unspecified)	-14	-2	-3	x	x	27	-2	10	-20	4	12
Cc1ccc(Oc2nc3c(c(=O)n(C)c(=O)n3C)n2C)cc1C	-10	6	9	8	-3	1	-6	30	27	-17	14
CC#CC(=O)N1CCCC(Cc2cccc(OC)c2)(C(=O)OCC)C1 (stereo unspecified)	-19	-21	-12	-20	5	-1	-5	-27	-103	-38	-33
CCNC(=O)/C(C#N)=C/c1c(N2CCN(C)CC2)nc2c(C)cccn2c1=O	-11	3	-13	0	-2	-10	8	4	-2	-4	-15
COc1ccc(OC)c(NC(=O)C2(C)CCN2Cc2cccc(OC)c2F)c1 (stereo unspecified)	7	27	-8	x	x	15	-10	4	-3	32	-2
CCCCCC(=O)Nc1nnc(CCc2ccccc2)s1	2	14	10	-32	8	-11	0	-12	11	4	-7
CCOC(=O)c1cnc2c(-c3ccccc3)c(C)nn2c1N	-21	-15	-11	23	10	4	-4	-18	-8	-41	-32
CCc1ccc(N(CC(=O)NCc2ccc(F)cc2)C(=O)c2csnn2)cc1	-12	-5	-9	-7	1	-7	2	0	-36	-8	-11
COc1ccc(C2=NC(C(F)(F)F)(C(F)(F)F)c3c(n(C)c(=O)n(C)c3=O)N2)cc1	7	-17	-3	4	-13	28	-21	12	5	20	10
O=C(NC(c1ccc(F)cc1)c1ccc2ccccc2n1)C1CCN(Cc2cccc(C(F)(F)F)c2)CC1 (stereo unspecified)	12	28	7	x	x	47	0	-13	18	45	7
CCOCCCNC(=O)/C(C#N)=C/c1ccc([N+](=O)[O-])o1	16	-19	26*	-14	20	31	3	11	4	12	-27
CC(OC(=O)c1c(F)cccc1F)C(=O)NCCC1=CCCCC1 (stereo unspecified)	0	0	6	-2	7	8	0	-17	-5	-23	2
CCc1ccc2oc(=O)cc(CN3CCCCC3)c2c1	14	15	-8	-3	-8	4	1	-2	-18	29	12
COc1ccc(C2N(C(=O)c3ccccc3)CCN2C(=O)c2ccc(C)cc2)cc1 (stereo unspecified)	0	21	-6	4	11	0	-4	-2	4	-7	3
Cc1cccc(-n2ncc3c(=O)[nH]c(SCC(=O)N4CC(=O)Nc5ccccc54)nc32)c1	25	3	2	-4	-3	-7	18	-1	9	13	-15
COc1cc(NC(=O)CCS(=O)(=O)c2ccc3nc(C)sc3c2)cc(OC)c1OC	9	-6	-7	3	-6	4	-3	-9	9	-11	7
CC1CCCC(C)N1C(=O)CSc1nnc(NC(=O)c2cccs2)s1 (stereo unspecified)	10	6	2	24	10	29	109*	7	-13	-24	-23
COc1cc(C(=O)Oc2c(CN3CCOCC3)cc(Cl)c3cccnc23)cc(OC)c1OC	5	x	-16	35	14	36	-18	-2	x	2	1
COc1ccccc1C(C)NS(=O)(=O)c1ccc(Cl)nc1 (stereo unspecified)	6	-2	-7	4	-1	2	x	-2	4	-9	19
Cc1cccc(NC(=O)C2CC(=O)N(c3ccccc3)C2)c1C (stereo unspecified)	4	14	-13	3	11	8	-5	22	10	-5	7
O=C(NCc1cccnc1)c1cc(C2CCCCN2C(=O)OCc2ccccc2)on1 (stereo unspecified)	-12	-11	7	x	x	-16	-2	-21	17	-8	3
COCCNC(=O)c1ccc(CS(=O)(=O)c2c(Cl)cccc2Cl)o1	19	12	-1	-43	-3	-6	7	18	2	-10	9
Nc1ccc(-c2nc3ccc([N+](=O)[O-])cc3[nH]2)cc1	-127	-20	1	-38	18	18	x	-47	-31	-71	-81
Cc1nn(CC(C)C)c(Cl)c1C(=O)NCC(C)(C)N1CCOCC1	0	4	4	-9	0	16	-8	2	-18	8	7
N#CC(C#SN)=C1CCCCC1	9	5	0	5	-6	-2	x	10	-12	13	-26
CC(C)Cc1n[nH]c(=O)c2c1nnn2Cc1ccccc1F	-9	2	-13	-23	9	0	-2	9	1	-1	-10
Cc1nn(CCCC(=O)NCc2ccc(Cl)cc2)c(C)c1[N+](=O)[O-]	-17	-20	1	-2	-10	5	4	11	18	10	10
CCc1nc2c(OCc3ccc(S(C)(=O)=O)cc3)cccn2c1N(C)C(=O)c1ccccc1F	-11	2	5	x	x	-2	15	-13	-10	-7	-12
S=C(Nc1ccccc1)Nc1ccc(Cl)cc1Cl	-6	2	-2	-11	1	-6	7	-18	-44	-14	-39
Cn1c(N)c(C(=O)COC(=O)/C=C/c2ccc(OC(F)F)cc2)c(=O)n(C)c1=O	19	17	0	-4	4	-7	-5	8	-6	-15	-6
COC(=O)CC1(c2cccc3ccccc23)C(=O)c2ccccc2C1=O	11	-4	3	-1	-5	11	5	-1	-2	19	8
Cc1ccnc(NS(=O)(=O)c2ccc(NC(=O)CSc3nc(-c4ccccc4)cc(=O)[nH]3)cc2)n1	30	-7	-6	4	1	-1	42	7	-7	16	9
COCc1c(C(=O)OCC(=O)NCCN2C(=O)CSC2=O)oc2ccccc12	23	-27	-7	1	-10	-1	-1	15	-8	3	-33
COc1ccc(OC)c(C(=O)c2ccccn2)c1	-4	-3	-5	8	1	0	-1	-2	4	-7	-7
COCCCNC(=O)c1ccccc1-c1cc(C)no1	-4	0	-5	6	-3	0	-6	7	1	-13	-1
COc1ccccc1N(Cc1ccccc1)S(=O)(=O)c1cccc(C(=O)NCC2CCCO2)c1 (stereo unspecified)	4	10	5	3	-7	15	-2	3	-22	-2	4
Cc1nc2ccccn2c1C(=O)/C=C/c1ccc(F)cc1	-68	-3	-1	3	-1	19	10	-8	-46	7	-27
CC(/C=C1\SC(=O)N(CC(=O)Nc2cccc(O)c2)C1=O)=C\c1ccccc1	18	5	-1	28	-2	3	12	-22	11	1	6
O=C(Nc1cccc(C(=O)O)c1)/C(=C\C=C\c1ccccc1)NC(=O)c1ccccc1	0	-11	-3	-1	-1	1	0	7	0	-12	-97
C=CC(=C)CC(NC)c1ccccc1 (stereo unspecified)	6	x	-2	-15	7	-1	11	0	x	24	14
CC(=O)c1cccc(NC(=O)Nc2ccc3c(c2)N(C)C(=O)CS3)c1	-2	5	-7	11	-4	26	-8	37	30	68*	24
CC(C)c1ccc(-c2nn[nH]n2)cc1	-48	-23	3	-13	-1	19	0	-39	2	-12	-12
Cc1ccccc1CCN(CC(=O)NC1CCCCC1)C(=O)c1csnn1	-12	11	2	4	-19	-5	19	19	2	15	-13
C=C(C)CSc1nc2ncc(Cl)cc2[nH]1	-3	7	1	-4	-4	1	69*	-15	0	-22	-12
CC(C)Sc1ncnc2[nH]ncc12	2	15	-11	3	-3	-13	5	14	31	0	-2
CCOC(=O)c1ccc(NC(=O)N2CCN(S(C)(=O)=O)CC2)cc1	6	-23	-5	2	8	-5	-3	-7	-14	-12	-24

A draw from above in order of number of heavy atoms, highest first:
SMILES	NR5A2 inv ag	COUP-TFII inh	NOD2 RIPK2 PPI	EBV LMP1 NFkB	TLR9-MyD88 block	TRAIL sens C8	Vif inh	NCOA3 inh	NCOA2 inhibitor	TROY signal inh	SRC1 inh
COc1ccccc1N(Cc1ccccc1)S(=O)(=O)c1cccc(C(=O)NCC2CCCO2)c1 (stereo unspecified)	4	10	5	3	-7	15	-2	3	-22	-2	4
O=C(Nc1cccc(C(=O)O)c1)/C(=C\C=C\c1ccccc1)NC(=O)c1ccccc1	0	-11	-3	-1	-1	1	0	7	0	-12	-97
Cn1c(N)c(C(=O)COC(=O)/C=C/c2ccc(OC(F)F)cc2)c(=O)n(C)c1=O	19	17	0	-4	4	-7	-5	8	-6	-15	-6
CC(/C=C1\SC(=O)N(CC(=O)Nc2cccc(O)c2)C1=O)=C\c1ccccc1	18	5	-1	28	-2	3	12	-22	11	1	6
Cc1ccccc1CCN(CC(=O)NC1CCCCC1)C(=O)c1csnn1	-12	11	2	4	-19	-5	19	19	2	15	-13
COC(=O)CC1(c2cccc3ccccc23)C(=O)c2ccccc2C1=O	11	-4	3	-1	-5	11	5	-1	-2	19	8
CC(=O)c1cccc(NC(=O)Nc2ccc3c(c2)N(C)C(=O)CS3)c1	-2	5	-7	11	-4	26	-8	37	30	68*	24
CCOC(=O)c1ccc(NC(=O)N2CCN(S(C)(=O)=O)CC2)cc1	6	-23	-5	2	8	-5	-3	-7	-14	-12	-24
Cc1nc2ccccn2c1C(=O)/C=C/c1ccc(F)cc1	-68	-3	-1	3	-1	19	10	-8	-46	7	-27
COCCCNC(=O)c1ccccc1-c1cc(C)no1	-4	0	-5	6	-3	0	-6	7	1	-13	-1
COc1ccc(OC)c(C(=O)c2ccccn2)c1	-4	-3	-5	8	1	0	-1	-2	4	-7	-7
C=C(C)CSc1nc2ncc(Cl)cc2[nH]1	-3	7	1	-4	-4	1	69*	-15	0	-22	-12
C=CC(=C)CC(NC)c1ccccc1 (stereo unspecified)	6	x	-2	-15	7	-1	11	0	x	24	14
CC(C)Sc1ncnc2[nH]ncc12	2	15	-11	3	-3	-13	5	14	31	0	-2

These rows are one share of the data (hit frequency here may not be typical).
